ADAM10 inh – inhibits human ADAM10. O14672. recombinant ADAM10, EDANS/DABCYL FRET peptide cleavage, 3 h. inhibition, % at 7 µM. hit rate 0.62% among 370,000. AID 720582;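 active means inhibition above a per-campaign cutoff equal to the mean of compounds falling between control-based bounds plus 3 SD, cut at about 20% in these data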;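 further: 0% = DMSO wells while the 100% control is not disclosed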
Target sequence (O14672 214-748 limits assumed): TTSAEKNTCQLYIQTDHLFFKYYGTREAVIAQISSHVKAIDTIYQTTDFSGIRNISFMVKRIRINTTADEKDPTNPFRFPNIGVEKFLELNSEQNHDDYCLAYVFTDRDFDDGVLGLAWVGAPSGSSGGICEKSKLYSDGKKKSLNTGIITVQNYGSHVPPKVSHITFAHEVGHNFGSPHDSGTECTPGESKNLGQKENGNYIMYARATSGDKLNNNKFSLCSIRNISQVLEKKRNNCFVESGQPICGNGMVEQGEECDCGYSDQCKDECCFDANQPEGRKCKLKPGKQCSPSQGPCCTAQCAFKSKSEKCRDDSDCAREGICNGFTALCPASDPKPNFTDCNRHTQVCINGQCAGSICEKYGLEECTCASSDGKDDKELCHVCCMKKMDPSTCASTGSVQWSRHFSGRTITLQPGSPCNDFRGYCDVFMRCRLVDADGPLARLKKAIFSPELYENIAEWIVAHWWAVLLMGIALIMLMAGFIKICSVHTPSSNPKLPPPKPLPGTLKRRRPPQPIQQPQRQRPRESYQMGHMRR
hgDAF12 agonist – hgDAF-12 agonism, primary luciferase screen; activation, % at 6.8 µM; HEK293 GAL4-hgDAF12 UAS-luciferase reporter, agonist luminescence; normalized to butyrate control; AID 687014; hit rate 1.8% among 370,000;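 active means activation above a cutoff set at the mean of all screened compounds plus 3 SD, cut at about 10% in these data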;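 further: 0% = DMSO wells and 100% = sodium butyrate wells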
hcDAF12 agonist – H. contortus DAF-12 activation, primary screen | HEK293 hcDAF-12 lit1-tk-luc reporter, luminescence; 0% DMSO, 100% Δ7-dafachronic acid | activation, % at 6.8 µM | hit rate 1.4% among 370,000;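 active means activation above the mean of all tested compounds plus 3 SD, cut at about 5.5% in these data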;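 further: 100% = response to 3 µM Δ7-dafachronic acid high control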
SMARCA2 act – increases SMARCA2 function in MMTV reporter cells; activation, % at 9.1 µM; hit rate 1% among 370,000; MG213 cells, MMTV-luciferase reporter, dexamethasone, overnight; in the data active means activation above about 7.8%;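 further: 0% = vehicle wells and 100% = reference activator wells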
DAX1 inh-1 – NR0B1 (DAX1) inhibition; P51843; HEK293 Gal4-DAX1 luciferase reporter, luminescence; inhibition, % at 6.75 µM; hit rate 0.99% among 340,000; AID 504766;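 active means inhibition above the mean over all tested compounds plus 3 SD, cut at about 4.2% in these data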;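 further: 0% = DAX1-transfected cells with DMSO and 100% = empty-vector control cells with DMSO; inhibition shows as a rise in luminescence from relieved DAX1 repression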
Target sequence (P51843 207-470 limits assumed): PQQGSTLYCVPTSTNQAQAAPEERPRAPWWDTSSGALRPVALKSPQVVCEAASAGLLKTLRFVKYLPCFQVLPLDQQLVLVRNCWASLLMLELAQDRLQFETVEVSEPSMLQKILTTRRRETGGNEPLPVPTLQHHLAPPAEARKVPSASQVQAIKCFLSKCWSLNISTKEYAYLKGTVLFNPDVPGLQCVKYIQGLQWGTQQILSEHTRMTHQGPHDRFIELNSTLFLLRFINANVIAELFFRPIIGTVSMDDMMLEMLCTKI
ssDAF12 agonist – activates DAF-12 receptor from parasite S. stercoralis; HEK293 ssDAF-12/GRIP1 lit1-tk-luc reporter, luminescence; % of 3 µM dafachronic acid response; activation, % at 6.8 µM; hit rate 1% among 370,000; AID 652126;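 active means activation above the mean over all tested compounds plus 3 SD, cut at about 0.9% in these data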;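 further: 0% = DMSO-only wells and 100% = 3 µM delta7-dafachronic acid wells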
FXN GAA850 act – frataxin GAA850 promoter activation; HEK293 lucGAA850 FXN promoter luciferase reporter, 24 h; percent of 10 µM SAHA response; activation, % at 6 µM; hit rate 0.56% among 360,000;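 active means activation above the average of all compounds screened plus 3 SD, cutoff fixed separately per campaign, cut at about 7.5% in these data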;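 further: 0% = DMSO wells and 100% = 10 µM SAHA wells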
PG9 Ab binder – PG9 antibody binding by small molecule; TR-FRET gp120-PG9 antibody binding; inhibition, % at 6.7 µM; hit rate 0.43% among 360,000; AID 624416; in the data active means inhibition above about 8.5%
ADAM17 inh – ADAM17 inhibition, QFRET primary screen; inhibition, % at 6.95 µM; hit rate 0.83% among 370,000; recombinant ADAM17, EDANS/DABCYL FRET peptide cleavage;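 active means inhibition above the mean of compounds lying between control limits plus 3 SD, set per campaign, cut at about 8.5% in these data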;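 further: 0% = DMSO-only wells as the low control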
DAX1 inh-2 – blocks DAX1 repression of SF-1 activated StAR promoter; hit rate 1.1% among 370,000; inhibition, % at 6.8 µM; AID 652010; HEK293T StAR-luciferase reporter, SF-1/DAX-1 repression relief;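 active means inhibition above the mean over all tested compounds plus 3 SD, cut at about 3.6% in these data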;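 further: 0% = DAX-1 cells with DMSO and 100% = cells lacking DAX-1 with DMSO; higher inhibition means more luminescence from relief of DAX-1 repression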
NPR1 activator – GC-A (human) enzyme activation; P16066; HEK293 GC-A cells, cGMP TR-FRET, EC30 ANP; 0% at EC30 ANP, 100% saturating ANP; activation, % at 10 µM; hit rate 0.14% among 370,000; AID 1671463; in the data active means activation above about 40%
An asterisk follows results filed as active; i = inactive; . = no result given.

SMILES	ADAM10 inh	hgDAF12 agonist	hcDAF12 agonist	SMARCA2 act	DAX1 inh-1	ssDAF12 agonist	FXN GAA850 act	PG9 Ab binder	ADAM17 inh	DAX1 inh-2	NPR1 activator
C#CCNC(=O)C[C@H]1C[C@@]2(C(=O)OC)C(=C[C@H](C(C)C)O[C@@H]2C2CC2)N(Cc2cccc3ccccc23)C1=O	10	-0.5	-1.2	-2	.	-0.9	.	.	8.9*	-0.9	-17
Cc1cccc(CCNC(=O)C2CCC(=O)N2Cc2ccc(F)cc2)c1 (stereo not given)	-3	-2.4	1.1	0	-0.7	-1.8	-4.7	0.7	-4	-0.2	-4
COc1ccc(NC(=O)C2CCN(S(=O)(=O)c3ccc(N4CCCC4=O)cc3)CC2)c(OC)c1	2	-1.0	-2.1	-3	0.1	-0.9	-1.6	2.2	-1	0.2	-1
CCC(C(=O)NCc1ccncc1)c1ccccc1 (stereo not given)	-2	-2.7	2.4	0	-0.2	0.0	0.5	0.6	-1	1.1	-2
CCC1CCCCN1C(=O)COc1cc(=O)n(C)c2ccccc12 (stereo not given)	-5	-2.8	0.9	3	-1.4	0.0	1.3	-1.4	0	-0.2	-2
Cc1nonc1C(=O)N/N=C/c1ccc([N+](=O)[O-])o1	6	-4.3	-0.5	-1	-4.0	-1.8	-1.1	0.0	4	-2.7	-2
Cc1ccccc1Cn1c(O)c(N=NC(=S)Nc2ccccc2F)c2ccccc21	-5	-0.6	-0.1	-2	1.4	-0.7	-0.1	0.4	-4	0.7	-2
COC(=O)c1cc(OC)c(OC)cc1NC(=S)N1CCCCC1	-8	-0.5	0.9	-2	0.4	-1.0	-0.9	-0.3	-7	-0.8	5
CCn1c(C)c(CS(=O)(=O)c2ccccc2)[nH]c1=O	7	-1.4	-1.3	2	-0.9	-1.0	3.5	0.0	2	0.8	-3
Cc1ccc(C(=O)Nc2c(N)nc(SCC(=O)NCC3CCCO3)[nH]c2=O)cc1 (stereo not given)	-4	-2.9	0.9	-3	0.6	-1.2	1.1	0.3	-6	1.9	1
Cc1cc(NC(=O)CSc2nnc(-c3ccco3)n2Cc2ccccc2)no1	3	-0.3	-2.2	2	0.4	-1.4	-0.6	-3.8	0	0.1	4
COc1cccc(CNC(=O)CSc2ccc(-c3ccccn3)nn2)c1	-2	2.5	-0.6	-3	0.6	-0.5	1.6	-0.8	0	-0.2	1
CC(C)NC(=O)NS(=O)(=O)c1cnccc1NC1CC2CCC1C2 (stereo not given)	-1	-1.6	-1.5	1	1.1	-0.5	0.1	-1.2	-9	-0.1	7
NC(=O)c1ccccc1OCC(=O)N1CCC(Cc2ccccc2)CC1	-18	-8.3	-4.4	-6	-1.8	-2.1	-1.4	2.1	4	-5.5	-1
Cn1c(SCC(=O)NCc2ccco2)nc2ccccc2c1=O	1	1.7	-1.6	-1	0.9	-1.1	-2.0	-1.3	-3	0.1	-2
Cc1cc(S(=O)(=O)N2CCCC2)ccc1OCC(=O)NCc1ccccn1	3	3.0	-0.2	-2	-1.3	-1.0	-1.4	0.0	1	-0.1	1
C=CC[C@H](CC(=O)NCCO)C(=O)N[C@H](COC(=O)[C@H](CC=C)CC(=O)OC(C)(C)C)c1ccccc1	-6	0.3	-1.2	-1	-0.9	-1.6	-1.5	1.4	-3	-0.1	2
O=C(O)c1ccc(CSCc2ccccc2F)o1	-3	1.3	0.4	-1	-0.4	-0.9	0.4	-2.8	-1	-0.3	0
O=C(NCCc1c[nH]c2ccccc12)c1cc(S(=O)(=O)N2CCCCC2)ccc1N1CCOCC1	-1	0.8	1.6	0	-1.0	1.9*	2.0	-1.4	0	0.3	3
Cc1cc(NC(=O)COC(=O)CCCOc2ccc(Cl)cc2C)no1	-6	-1.1	0.8	-8	-0.5	-1.0	0.6	1.4	-3	-0.7	10
COc1cc(C(=O)NC2CC3CCCC(C2)N3CC(=O)Nc2ccccc2)cc(OC)c1OC (stereo not given)	-1	-0.9	-3.2	-2	-0.1	-1.8	0.8	0.3	-3	-0.8	4
CN(C)S(=O)(=O)c1ccc(N2CCCC2)c(C(=O)NCCc2ccc(F)cc2)c1	-6	-1.5	-0.9	0	0.9	-0.7	1.9	-1.2	-7	0.4	3
c1ccc2c(-c3cc(NCc4ccncc4)n4nccc4n3)cccc2c1	-50	0.8	-0.8	0	.	-0.7	1.4	-0.1	-14	0.2	3
CCCCOc1ccc(C(=O)NNC(=O)c2cnccn2)cc1OC	-4	-0.7	-1.6	-2	-1.3	-1.2	-1.2	-0.1	-2	-1.8	0
CCOC(=O)c1c(C)[nH]c(C)c1S(=O)(=O)N(C)CC(=O)Nc1ccccc1F	-7	-0.8	-0.2	0	0.6	-1.2	1.6	-0.8	-5	0.4	-3
COC(=O)c1ccc(NC(=O)CSC2=NCCN2)cc1	-1	0.2	-0.8	-1	-0.9	-1.1	10.0*	0.2	-1	-1.1	3
CC(C(=O)N1CCc2ccccc21)N1CCN(S(=O)(=O)c2cccs2)CC1 (stereo not given)	-1	-0.8	-1.1	2	-0.7	-1.3	0.5	-2.6	-5	-0.4	2
CCCCc1ccc(NC(=S)N2CCC(O)CC2)cc1	-3	2.8	1.8	1	2.2	-0.6	1.4	-3.4	0	0.6	1
CCOC(=O)c1nc(-c2ccccc2)oc1N1CCOCC1	-396	4.1	-1.2	1	0.8	-1.5	2.4	0.2	-127	-0.1	-9
CN(C)C=Nc1ncc2c3ccccc3n(CCN(C)C)c2c1C#N	-147	6.5	0.3	1	0.8	-1.5	-4.2	-0.9	-46	-0.8	8
CCc1cc2ccc(OC)cc2nc1SCC(=O)NNC(C)=O	-3	-1.3	-1.5	-3	3.5	-0.3	-0.8	0.9	-3	-0.1	-15
Cc1[nH]c2ccccc2c1/C=C/c1nc2ccccc2c(=O)n1-c1cccc([N+](=O)[O-])c1	-1	1.4	1.6	-1	-0.7	0.5	0.3	-1.8	-4	0.6	-2
CCCCn1c(N)c(N(CCOC)C(=O)C2CCCN(C(=O)c3ccc(Cl)cc3)C2)c(=O)[nH]c1=O (stereo not given)	-8	4.9	2.0	-1	0.8	-1.2	2.0	0.7	-4	0.0	-3
O=C(CN(Cc1ccccc1Cl)C(=O)CNS(=O)(=O)c1ccccc1)NCC1CCCO1 (stereo not given)	-3	2.9	-0.3	-1	-0.5	-0.3	2.8	-0.9	-3	-0.1	-4
CC(C)(C)NC(=O)C(c1cccc2ccccc12)n1c(=O)c(-c2ccco2)nc2ccccc21 (stereo not given)	5	0.7	-1.0	-2	.	-0.5	.	0.5	0	2.4	-11
Cc1c(CN2CCC(CO)(Cc3cccc(C(F)(F)F)c3)CC2)c2ccccc2n1C	-3	1.4	3.3	3	0.2	-0.1	-3.3	-3.0	1	0.3	-15
CCCN1C=CC(=CC=C(C#N)C#N)C=C1	8	0.0	2.1	0	-0.9	-0.6	0.0	-13	1	0.6	-11
CC1Sc2ccc(C(=O)Nc3ccccc3OC(F)F)cc2NC1=O (stereo not given)	-4	5.5	-0.2	0	0.9	-0.6	1.4	-0.6	-2	4.3*	3
C=CC[C@@H](CC(=O)NCCO)C(=O)NCCOC(=O)[C@@H](CC=C)Cc1ccc(F)cc1	-2	-2.3	0.6	-2	0.1	-0.9	-1.2	2.2	3	-0.9	2
COc1ccccc1CC(=O)NN1C(=O)NC2(CCC(C)CC2)C1=O (stereo not given)	-1	-0.5	1.1	1	4.0	-0.8	0.8	-0.8	-1	0.4	-1
CCOC(=O)C1CCCN(c2cc(C)nc3cc(-c4ccc(Cl)cc4)nn23)C1 (stereo not given)	4	1.6	0.3	0	1.2	-0.4	2.4	-2.2	-5	0.6	-5
O=C(COc1ccccc1Cl)NC(=S)Nc1ccc(CN2CCOCC2)cc1	-4	-2.3	1.5	-2	-0.1	-0.7	3.6	-1.0	-3	0.5	4
CC(=C/C(=O)O)/C(=C\c1ccc(Br)o1)C(=O)O	-6	0.5	-1.7	-5	0.6	-0.7	-1.6	1.4	-4	-0.1	0
CCOC(=O)c1c(NC(=O)COC(=O)c2cnccn2)sc(C)c1C	-11	-1.3	-0.6	-4	-0.2	-1.0	1.2	0.3	-4	-0.2	-1
c1coc(-c2nc3nc4ccccc4nc3n2-c2ccc3c(c2)OCCO3)c1	4	-2.4	-2.4	4	1.2	-1.4	3.4	-1.2	1	-0.3	11
C1CCC2(CC1)OCC1(CO2)COC2(CCCCC2)OC1	-3	0.9	-0.7	-3	-0.3	-0.9	1.6	-0.3	-4	-0.5	0
COc1cc(C=CC(=O)c2ccccc2)cc(OC)c1OC	4	-6.2	-3.7	-6	.	-1.8	.	-0.2	3	-4.5	-2
CCc1nc(C)ccc1OCC(=O)NCCCN(C)C	0	-1.1	0.6	-1	1.4	-1.1	-0.9	-2.1	2	-0.1	1
CCOC(=O)C1CCN(S(=O)(=O)c2ccc(C)c(C(=O)NC3CCCCC3)c2)CC1	-5	1.2	-0.7	-2	0.6	-0.8	-1.1	-1.1	-1	1.0	-2
O=C(Nc1cccn(Cc2c(Cl)cccc2Cl)c1=O)C1CC1	-11	0.8	-2.8	-1	-0.5	-2.0	0.3	-0.7	-3	-0.4	-1
CCCCC(NC(=O)CCc1c(C)c2cc3c4c(oc3c(C)c2oc1=O)CCCC4)C(=O)O (stereo not given)	i	-2.6	-1.9	-7	0.0	-1.5	-3.5	1.7	-214	0.1	1
CCOC(=O)N1CCN(CC(O)COCc2ccc(OC)c(OC)c2)CC1 (stereo not given)	2	0.8	-2.1	-1	-0.3	-0.9	-0.1	-0.5	-3	-0.4	0
Cn1cc(C(=O)NCc2ccc(Cl)cc2)c(=O)c2cc(S(=O)(=O)N3CCOCC3)ccc21	-3	1.7	-0.2	1	0.8	-1.4	-0.5	-1.0	0	0.4	-4
Cc1cnn(C(=S)NCc2ccco2)c1	-6	0.5	-0.5	-2	4.0	-0.9	-0.5	0.1	-2	-0.4	5
Cc1ccc(C(=O)N/C(=C\c2cn(S(=O)(=O)N(C)C)c3ccccc23)C(=O)NCCCn2ccnc2)cc1	-1	-1.6	-0.8	-3	-0.1	-1.4	-1.6	-1.5	3	-0.1	-2
Cc1occc1C(=O)Nc1nccs1	0	0.0	0.1	3	-0.2	-0.5	0.4	-0.7	1	0.9	-1
O=C(Nc1nnc(-c2ccncc2)s1)C1CCCO1 (stereo not given)	i	1.4	1.9	2	2.6	-1.5	3.2	-1.5	-146	-0.5	1

Another view of two compounds above.
Cc1cnn(C(=S)NCc2ccco2)c1
  ADAM10 inh: -6
  hgDAF12 agonist: 0.5
  hcDAF12 agonist: -0.5
  SMARCA2 act: -2
  DAX1 inh-1: 4.0
  ssDAF12 agonist: -0.9
  FXN GAA850 act: -0.5
  PG9 Ab binder: 0.1
  ADAM17 inh: -2
  DAX1 inh-2: -0.4
  NPR1 activator: 5
Cc1ccc(C(=O)N/C(=C\c2cn(S(=O)(=O)N(C)C)c3ccccc23)C(=O)NCCCn2ccnc2)cc1
  ADAM10 inh: -1
  hgDAF12 agonist: -1.6
  hcDAF12 agonist: -0.8
  SMARCA2 act: -3
  DAX1 inh-1: -0.1
  ssDAF12 agonist: -1.4
  FXN GAA850 act: -1.6
  PG9 Ab binder: -1.5
  ADAM17 inh: 3
  DAX1 inh-2: -0.1
  NPR1 activator: -2

Source: PubChem BioAssay
